All columns: NCI-60 one-dose screen, growth in % after 48 h at 10 µM unless noted; 100 = growth as untreated, 0 = no growth, -100 = all killed.
HCC-2998 – HCC-2998 colon cancer; 79,000 compounds, 4.7% hits; AID 1794799
SF-268 – SF-268 CNS cancer cells | 82,000 compounds, 3.1% hits | AID 1794759
SNB-75 – SNB-75 CNS cancer | 79,000 compounds, 5% hits | AID 1794750
PC-3 – PC-3 prostate cancer cells | 80,000 compounds, 3.9% hits | AID 1794754
SNB-19 – SNB-19 CNS cancer cells | 81,000 compounds, 2.5% hits | AID 1794751
SF-539 – SF-539 CNS cancer | AID 1794752 | 81,000 compounds, 6.8% hits
SF-295 – SF-295 CNS cancer cells; 79,000 compounds, 5.6% hits; AID 1794758
U251 – U251 CNS tumor cells; 80,000 compounds, 5.4% hits
The depositor's hits bear a star; & = joins results of further samples; ! = repeats disagree. How the source made its calls: active means growth percent below 10; inactive means the rest.

CC(C)N=c1cc2n(-c3ccc(Cl)cc3)c3ccccc3nc-2cc1Nc1ccc(Cl)cc1 was read as HCC-2998 -17*!, SF-268 31&36&45, SNB-75 24&54&68, PC-3 8.7*!, SNB-19 36&61&49, SF-539 59&73&73, SF-295 -10*! and U251 6.4*!.
`NC(=O)C1COc2ccccc2O1` (stereo not drawn) gave HCC-2998 105, SF-268 105, SNB-75 87, PC-3 93, SNB-19 105, SF-539 98, SF-295 101 and U251 97.
Screening COC(=O)c1ccccc1 returned HCC-2998 110, SF-268 109, SNB-75 99, PC-3 96, SNB-19 119, SF-539 111, SF-295 116 and U251 102.
For c1cc(C2CO2)ccc1Oc1ccc(C2CO2)cc1 (stereo not drawn) the results were HCC-2998 118, SF-268 96, SNB-75 92, PC-3 87, SNB-19 106, SF-539 92 and U251 95.
`COc1cccc(C(=O)CC(c2ccccc2)C(C)(C)[N+](=O)[O-])c1` (stereo not drawn) gave HCC-2998 108, SF-268 100, SNB-75 86, PC-3 88, SNB-19 103, SF-539 97, SF-295 91 and U251 88.
`COC(=O)C(C(=O)OC)C(C)(Br)C(=O)OC` (stereo not drawn) gave HCC-2998 108, SF-268 98, SNB-75 82, PC-3 71, SNB-19 101, SF-539 102, SF-295 97 and U251 92.
ClC1=C(Br)C(Br)(Br)C(=C(Br)Br)C1(Br)Br was read as HCC-2998 115, SF-268 108, SNB-75 97, PC-3 83, SNB-19 94, SF-539 100, SF-295 115 and U251 95.
Screening COCCOC(C)C(/C=N/NC(N)=S)=N/NC(N)=S (stereo not drawn) returned HCC-2998 94, SF-268 83, SNB-75 120, PC-3 28, SNB-19 93, SF-539 92, SF-295 76 and U251 49.
Screening O=C(Cn1cc(CSc2nnc3oc4ccccc4n23)nn1)Nc1ccc(F)cc1F returned HCC-2998 113, SF-268 91, SNB-75 99, PC-3 93, SNB-19 88, SF-539 97, SF-295 100 and U251 104.
`COc1ccc(CCN2CCC(Nc3nc4ccccc4n3Cc3ccc(F)cc3)CC2)cc1` gave HCC-2998 -85*, SF-268 28, SNB-75 -30*, PC-3 29, SNB-19 41, SF-539 -81*, SF-295 -86* and U251 -71*.
Screening O=C1C=CC2C3C=CC(C3)C12 (stereo not drawn) returned HCC-2998 105, SF-268 102, SNB-75 84, PC-3 94, SNB-19 105, SF-539 108, SF-295 101 and U251 103.
COc1cc(-c2c3c(cn2S(=O)(=O)c2ccccc2)-c2nc(NC(=O)c4ccccc4)sc2CC3)cc(OC)c1OC was read as HCC-2998 102, SF-268 90, SNB-75 89, PC-3 65, SNB-19 96, SF-539 96, SF-295 96 and U251 91.
`O=C(COc1cccc(/C=C2\CSc3ccccc3C2=O)c1)Nc1nccs1` gave HCC-2998 100, SF-268 43, SNB-75 22, SNB-19 79, SF-539 75, SF-295 115 and U251 42.
Screening OCC1(CO)CCC=CO1 returned HCC-2998 129, SF-268 103, SNB-75 86, PC-3 99, SNB-19 103, SF-539 117, SF-295 98 and U251 110.
For C=C(Cl)COC(=S)S the results were HCC-2998 97, SF-268 101, SNB-75 103, PC-3 100, SNB-19 108, SF-539 101 and U251 105.
`S=C1CCCCCN1` gave HCC-2998 112, SF-268 100, SNB-75 89, PC-3 105, SNB-19 99, SF-539 97, SF-295 102 and U251 111.
For O=C(c1cc2cccnc2n1-c1ccc(Cl)c(Cl)c1)N1CC(F)(F)C1 the results were HCC-2998 110, SF-268 98, SNB-75 97, PC-3 101, SNB-19 98, SF-539 106, SF-295 104 and U251 100.
CCOC(=O)c1cc2c(n1Cc1cc(OC)cc(OC)c1)-c1nc(N)sc1CCC2 was read as HCC-2998 95, SF-268 93, SNB-75 86, PC-3 71, SNB-19 97, SF-539 99, SF-295 93 and U251 79.
For Nc1[nH]ncc1-c1nnc(Nc2ccc3c(c2)OCO3)o1 the results were HCC-2998 93, SF-268 94, SNB-75 104, PC-3 77, SNB-19 106, SF-539 98, SF-295 90 and U251 102.
COc1ccc(-c2ccc(NNC(=O)Nc3ccc(Cl)cc3)nn2)cc1OC was read as HCC-2998 105, SF-268 87, SNB-75 61, PC-3 90, SNB-19 88, SF-539 95, SF-295 97 and U251 60.
Screening CS(=O)(=O)Nc1ccccc1NS(C)(=O)=O returned HCC-2998 104, SF-268 103, SNB-75 86, PC-3 92, SNB-19 105, SF-539 107, SF-295 125 and U251 105.
For CCCN(CCC)CCC#N the results were HCC-2998 101, SF-268 117, SNB-75 87, PC-3 97, SNB-19 106, SF-539 99 and U251 99.
CCC(CC)C(=S)N1CCN(c2ccccc2)CC1 was read as HCC-2998 103, SF-268 99, SNB-75 100, PC-3 91, SNB-19 102, SF-539 83, SF-295 105 and U251 101.
CCOC(=O)c1cn2c3c(cccc3c1=O)C(=O)/C(=C/c1ccccc1)C2 was read as HCC-2998 117, SF-268 93, PC-3 93, SNB-19 92, SF-539 103, SF-295 98 and U251 92.
`O=C(Nc1ccccc1)c1cccnc1` gave HCC-2998 87, SF-268 81, SNB-75 75, PC-3 53, SNB-19 89, SF-539 65 and SF-295 86.
For Cc1cc(=O)n(C)c2cc(N3C(=O)CC[C@@H](NS(=O)(=O)CC(C)C)[C@@H]3c3ccc(Cl)cc3)ccc12 the results were HCC-2998 102, SF-268 104, SNB-75 95, PC-3 83, SNB-19 101, SF-539 108, SF-295 97 and U251 101.
Screening COc1cc(Br)c(CC2c3cc(OC)c(OC)cc3CCN2C)cc1OC (stereo not drawn) returned HCC-2998 119, SF-268 100, SNB-75 99, PC-3 114, SNB-19 112, SF-539 103, SF-295 90 and U251 96.
Screening Cc1ccc(OCCOCCOCCOc2ccc(C)n(O)c2=S)c(=S)n1O returned HCC-2998 58, SF-268 29, SNB-75 59, PC-3 35, SNB-19 34, SF-539 46, SF-295 29 and U251 31.
CCN1C(=O)/C(=c2\sc3n(c2=O)NC2C(N=3)N(C)C(=O)N2C)c2ccccc21 (stereo not drawn) was read as HCC-2998 103, SF-268 100, PC-3 91, SNB-19 99, SF-539 101, SF-295 104 and U251 99.
For O=C(N1c2ccccc2Sc2ccccc21)n1cnc2ccccc21 the results were HCC-2998 102, SF-268 109, SNB-75 113, PC-3 59, SNB-19 95, SF-539 93, SF-295 96 and U251 104.
Screening CN1CCN(C(=O)OCc2nc3c(N4CCOCC4)nc(-c4ccccc4)nc3n2C)CC1 returned HCC-2998 -75*, SF-268 -50*, SNB-75 -6.4*, PC-3 -62*, SNB-19 30, SF-539 -100*, SF-295 48 and U251 -54*.
For CC(C)C(=O)Nc1ccc(Cl)c(Cl)c1 the results were HCC-2998 110, SF-268 116, SNB-75 93, PC-3 96, SNB-19 104, SF-539 117, SF-295 109 and U251 97.
For COc1ccc(NC(=O)Nc2ccc(-c3ccc(Cl)cc3)nc2C)cc1 the results were HCC-2998 129, SF-268 102, SNB-75 117, PC-3 97, SNB-19 108, SF-539 106, SF-295 100 and U251 105.
`CCCCCCCNc1nc(-c2ccc(C(F)(F)F)cc2)ncc1-c1ccc(C(F)(F)F)cc1` gave SF-268 104, SNB-75 94, PC-3 112, SNB-19 106, SF-295 89 and U251 103.
CCC(C)(O)C#CC#CC(C)(O)CC (stereo not drawn) was read as HCC-2998 106, SF-268 116, SNB-75 111, PC-3 102, SNB-19 104, SF-539 113 and U251 103.
`NC(=O)n1nc(N)c(N=Nc2ccc(S(=O)(=O)N=C(N)N)cc2)c1N` gave HCC-2998 107, SF-268 100, SNB-75 95, PC-3 97, SNB-19 98, SF-539 101, SF-295 101 and U251 105.
COc1ccc(/C=C/C(=O)c2cc3c(N)c(C(=O)Nc4ccccc4Cl)sc3nc2C)cc1 was read as HCC-2998 51, SF-268 53, SNB-75 -6.4*, PC-3 59, SNB-19 45, SF-539 36, SF-295 49 and U251 32.
O=[N+]([O-])/C(=C\c1ccco1)c1ccccc1 was read as HCC-2998 106, SF-268 97, SNB-75 80, PC-3 65, SNB-19 93, SF-539 99, SF-295 101 and U251 91.
For CCOC(=O)c1cc2c(n1C)-c1nc(NC(C)=O)sc1CCC2 the results were HCC-2998 113, SF-268 77, SNB-75 71, PC-3 51, SNB-19 84, SF-539 83, SF-295 84 and U251 78.
For CCOC(=O)c1c(O)cc(-c2ccc3c(c2)OCO3)cc1-c1sc(N(C)Cc2ccccc2)nc1Cl the results were HCC-2998 98, SF-268 95, SNB-75 88, PC-3 95, SNB-19 97, SF-539 96, SF-295 106 and U251 101.

A run of entries from the list above:
`CCCCCCCNc1nc(-c2ccc(C(F)(F)F)cc2)ncc1-c1ccc(C(F)(F)F)cc1` gave SF-268 104, SNB-75 94, PC-3 112, SNB-19 106, SF-295 89 and U251 103.
CCC(C)(O)C#CC#CC(C)(O)CC (stereo not drawn) was read as HCC-2998 106, SF-268 116, SNB-75 111, PC-3 102, SNB-19 104, SF-539 113 and U251 103.
`NC(=O)n1nc(N)c(N=Nc2ccc(S(=O)(=O)N=C(N)N)cc2)c1N` gave HCC-2998 107, SF-268 100, SNB-75 95, PC-3 97, SNB-19 98, SF-539 101, SF-295 101 and U251 105.
COc1ccc(/C=C/C(=O)c2cc3c(N)c(C(=O)Nc4ccccc4Cl)sc3nc2C)cc1 was read as HCC-2998 51, SF-268 53, SNB-75 -6.4*, PC-3 59, SNB-19 45, SF-539 36, SF-295 49 and U251 32.
O=[N+]([O-])/C(=C\c1ccco1)c1ccccc1 was read as HCC-2998 106, SF-268 97, SNB-75 80, PC-3 65, SNB-19 93, SF-539 99, SF-295 101 and U251 91.
For CCOC(=O)c1cc2c(n1C)-c1nc(NC(C)=O)sc1CCC2 the results were HCC-2998 113, SF-268 77, SNB-75 71, PC-3 51, SNB-19 84, SF-539 83, SF-295 84 and U251 78.
For CCOC(=O)c1c(O)cc(-c2ccc3c(c2)OCO3)cc1-c1sc(N(C)Cc2ccccc2)nc1Cl the results were HCC-2998 98, SF-268 95, SNB-75 88, PC-3 95, SNB-19 97, SF-539 96, SF-295 106 and U251 101.

Remaining list, next part:
COc1cc(-n2cc(COc3ncnc4c3cnn4-c3ccccc3)nn2)cc(OC)c1OC was read as HCC-2998 103, SF-268 81, SNB-75 73, PC-3 90, SNB-19 96, SF-539 89, SF-295 96 and U251 99.
CCCCn1c(-c2cccc(O)c2)cn2c3c(=O)[nH]c(=O)n(C)c3nc12 was read as HCC-2998 107, SF-268 103, SNB-75 72, PC-3 84, SNB-19 110, SF-539 93, SF-295 113 and U251 104.
Screening COc1ccc(Nc2ccc(N)cc2)cc1 returned HCC-2998 100, SF-268 103, SNB-75 96, PC-3 91, SNB-19 97, SF-539 101, SF-295 102 and U251 103.
`COc1ccc(NC(=O)c2sc3nc(-c4cnccn4)cc(-c4cccs4)c3c2N)cc1` gave HCC-2998 67, SF-268 81, SNB-75 67, PC-3 83, SNB-19 94, SF-539 -14*, SF-295 84 and U251 56.
For CCc1c(C(=O)NCc2cccc(Cl)c2)[nH]c(C)c1C(C)=O the results were HCC-2998 95, SF-268 114, SNB-75 55, PC-3 77, SNB-19 94, SF-539 98, SF-295 78 and U251 96.
For Nc1nc2ccccc2c2c(=O)c3c(Cl)cccc3sc12 the results were HCC-2998 114, SF-268 104, SNB-75 94, PC-3 91, SNB-19 98, SF-539 100, SF-295 101 and U251 106.
`COCCCN=C(N)c1ccc(NC(=O)c2ccc(C(=O)Nc3ccc(C(N)=NCCCOC)cc3)cc2)cc1` gave HCC-2998 116, SF-268 103, SNB-75 86, PC-3 125, SF-539 98, SF-295 94 and U251 99.
For O=C(Nc1ccc2c(c1)OC1(CCCC1)O2)c1cccc(-c2nn[nH]n2)c1 the results were SF-268 125, SNB-75 73, PC-3 107, SNB-19 109, SF-539 107, SF-295 100 and U251 105.
For O=S(=O)(Nc1nccs1)c1ccc(Nc2nc(N3CCOCC3)c3ccccc3n2)cc1 the results were HCC-2998 99, SF-268 91, SNB-75 67, PC-3 96, SNB-19 102, SF-539 95, SF-295 95 and U251 104.
CC(=O)Nc1cc2c(cc1Cl)-c1ccccc1C2O (stereo not drawn) was read as HCC-2998 104, SF-268 100, SNB-75 79, PC-3 95, SNB-19 105, SF-539 102, SF-295 109 and U251 111.
Screening CCCCSc1ccc(NC(=S)Nc2ccc(SCCCC)cc2)cc1 returned HCC-2998 103, SF-268 172, SNB-75 136, PC-3 96, SNB-19 118, SF-539 110, SF-295 114 and U251 99.
For C=C(C)[C@@H]1CCC[C@]2(C(=O)OC)CC[C@]3(C)[C@@H](CC[C@@H]4[C@@]5(C)CCCNC(C)(C)[C@@H]5CC[C@]43C)[C@@H]12 the results were HCC-2998 96, SF-268 93, SNB-75 92, PC-3 74, SNB-19 88, SF-539 99, SF-295 104 and U251 94.
CC(=O)Nc1ccc(-c2cn(-c3cccc(C(=O)Nc4ccc(N5CCN(C)CC5)cc4)c3)nn2)cn1 was read as HCC-2998 85, SF-268 89, SNB-75 99, PC-3 72, SNB-19 49, SF-539 69, SF-295 59 and U251 51.
Screening CCOC(=O)Nc1ccc(-n2cnc3cc(-c4ccc(O)cc4)ccc32)cc1 returned HCC-2998 112, SF-268 84, SNB-75 92, PC-3 98, SNB-19 90, SF-539 61, SF-295 91 and U251 78.
CC1(C)CC[C@]2(C(=O)O)CC[C@]3(C)C(=CC[C@@H]4[C@@]5(C)C/C(=C/c6cccnc6)C(=O)C(C)(C)[C@@H]5CC[C@]43C)[C@@H]2C1 was read as HCC-2998 110, SF-268 90, SNB-75 87, PC-3 82, SNB-19 101, SF-539 99, SF-295 94 and U251 91.
O=C(/C=C\c1ccccc1)OCc1ccccc1 was read as HCC-2998 105, SF-268 117, SNB-75 107, PC-3 70, SNB-19 103, SF-539 111, SF-295 97 and U251 89.
Screening c1ccc(-c2ccccn2)nc1 returned HCC-2998 104&105, SF-268 96&103, SNB-75 101&106, PC-3 98&100, SNB-19 94&107, SF-539 102&107, SF-295 107&106 and U251 98&101.
For CNC(=O)C(=O)NC the results were HCC-2998 107, SF-268 101, SNB-75 83, PC-3 89, SNB-19 109, SF-539 90, SF-295 97 and U251 102.
